mIDH1 inhibitor – inhibitors of human mutant IDH1 R132H. Potency, µM (top dose mostly 76.6 µM), for the others: at the highest dose activity change, negative = inhibition, actives largely listed as inhibitors. AID 602179. IDH1-R132H enzyme, NADPH consumption, diaphorase/resazurin fluorescence. 390,000 tested, 0.093% active. O75874; note: potency is the fitted concentration of half-maximal effect; % is set by controls: 0 for no effect and ±100 for the full control effect; nearly all actives have a fitted effect of over 65% in size
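IDH1-R132H (0.5 ug/mL) preincubated 30 min with compound, then NADPH (0.016 mM) and alpha-KG (2 mM) added; 80 min at RT, pH 7.5. Remaining NADPH coupled via diaphorase/resazurin to fluorescence (540/590 nm); concentration-response curves normalized to no-enzyme control.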
rTrxR1 inhibitor – rat TrxR1 inhibition. O89049. recombinant rTrxR1, NADPH fluorescence consumption, selenite substrate. Potency, µM (titrated, usually from 114 µM), for inactives: top-dose activity change, negative = inhibition, usual class: inhibitors. 390,000 tested, 1% active. AID 588453; note: potency is the fitted concentration of half-maximal effect; % is set by controls: 0 for no effect and ±100 for the full control effect; nearly all actives have a fitted effect of over 65% in size
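Rat TrxR1 (90 nM in the dispensed reagent) was pre-reduced with 400 uM NADPH for 5 min at room temperature, then incubated with compound for 15 min. After 400 uM selenite was added, NADPH fluorescence (Ex 340/Em 450 nm) was followed for 8 min.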
TrxR1 substrate – substrates of rat thioredoxin reductase 1; O89049; purified TrxR1 substrate turnover, NADPH consumption readout; Potency, µM (series often up to 114 µM), for inactives: at the top dose activity change, negative = substrate turnover; 390,000 tested, 0.01% active; AID 588456; note: potency is the fitted concentration of half-maximal effect; % is set by controls: 0 for no effect and ±100 for the full control effect; nearly all actives have a fitted effect of over 50% in size
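Rat TrxR1, dispensed at 90 nM, was prereduced with 400 uM NADPH (final) for 5 min at ~22 deg C, then incubated with compound 15 min before 400 uM selenite. A first-read NADPH fluorescence drop versus no-compound background flagged substrates.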
TRHR agonist – activates the human TRH receptor; P34981; TRHR cells, calcium flux fluo-8, FDSS agonist mode; activation, % at 2 µM; 360,000 tested, 0.18% active; AID 493084; in the data active = activation above about 30%; note: 0% is about no effect
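Fluo-8-loaded TRHR cells; 10 s baseline, compound added, kinetic Ca2+ fluorescence read 1/s, agonist mode.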
D2 antag – antagonizes the human D2 dopamine receptor | HEK293 TREx D2 cells, calcium flux, dopamine EC80 | inhibition, % at 10 µM | 340,000 tested, 2% active | AID 485344; in the data active = inhibition above about 30%; note: 0% is about no effect
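Calcium mobilization kinetics were recorded at 1 s intervals in tetracycline-induced HEK293 T-REx D2 cells, first for 180 s after compound addition and then 180 s after EC80 dopamine.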
D2 ag – D2 dopamine receptor (human) agonism; P14416; HEK293 T-REx D2 cells, calcium flux agonist mode; activation, % at 2 µM; 340,000 tested, 0.53% active; AID 485358;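 active = activation over 3 SD above normal in the single-dose calcium agonist read, cut at about 30% in these data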; note: 0% is about no effect
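Agonism scored from kinetic calcium signal (1 read/sec, 180 s) following compound pin transfer, after a 10 s baseline. Cells: HEK293 Trex line expressing inducible D2 receptor coupled to calcium, dye-loaded after overnight culture at 30 C.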
PI4K2A block – blocks human PI4K2A kinase activity | Q9BTU6 | purified PI4K2A, ADP-Glo luminescence, 1 h; stronger effect = lower value | activity change, negative = inhibition, % at 76.9 µM | 420,000 tested, 0.13% active; in the data active = activity change below about -50%; inconclusive = mostly about -30% to -49%;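 note: -100% = wells without enzyme as full effect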
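In this quantitative HTS, ADP production by PI4K2A was quantified luminescently after 1 h at ambient temperature; 100 microM adenosine served as plate-quality control.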
TRHR PAM – TRH receptor (human) allosteric enhancement | 360,000 tested, 0.66% active | TRHR cells, fluo-8 calcium fluorescence, EC20 TRH enhancement | AID 493056 | P34981 | enhancement, % at 2 µM; in the data active = enhancement above about 30%; note: 0% is about no effect
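Enhancer read-out: after compound pinning and an initial kinetic agonist-mode read, an EC20 of TRH (10 nM final) was injected and fluo-8 calcium signal (Ex 480/Em 530) followed at 1 s/cycle for 100 cycles in TRHR-expressing cells.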
USP1-UAF1 inh – blocks the human USP1/UAF1 deubiquitinase complex; 390,000 tested, 0.23% active; AID 743255; Potency, µM (top dose mostly 57.1 µM), inactives show top-dose activity change, negative = inhibition, hits mostly inhibitors; O94782; recombinant USP1/UAF1, Ub-Rhodamine cleavage fluorescence; note: potency is the fitted concentration of half-maximal effect; % is set by controls: 0 for no effect and ±100 for the full control effect; nearly all actives have a fitted effect of over 60% in size; inactives centre near -12
Target sequence (O94782 whole entry, looked up): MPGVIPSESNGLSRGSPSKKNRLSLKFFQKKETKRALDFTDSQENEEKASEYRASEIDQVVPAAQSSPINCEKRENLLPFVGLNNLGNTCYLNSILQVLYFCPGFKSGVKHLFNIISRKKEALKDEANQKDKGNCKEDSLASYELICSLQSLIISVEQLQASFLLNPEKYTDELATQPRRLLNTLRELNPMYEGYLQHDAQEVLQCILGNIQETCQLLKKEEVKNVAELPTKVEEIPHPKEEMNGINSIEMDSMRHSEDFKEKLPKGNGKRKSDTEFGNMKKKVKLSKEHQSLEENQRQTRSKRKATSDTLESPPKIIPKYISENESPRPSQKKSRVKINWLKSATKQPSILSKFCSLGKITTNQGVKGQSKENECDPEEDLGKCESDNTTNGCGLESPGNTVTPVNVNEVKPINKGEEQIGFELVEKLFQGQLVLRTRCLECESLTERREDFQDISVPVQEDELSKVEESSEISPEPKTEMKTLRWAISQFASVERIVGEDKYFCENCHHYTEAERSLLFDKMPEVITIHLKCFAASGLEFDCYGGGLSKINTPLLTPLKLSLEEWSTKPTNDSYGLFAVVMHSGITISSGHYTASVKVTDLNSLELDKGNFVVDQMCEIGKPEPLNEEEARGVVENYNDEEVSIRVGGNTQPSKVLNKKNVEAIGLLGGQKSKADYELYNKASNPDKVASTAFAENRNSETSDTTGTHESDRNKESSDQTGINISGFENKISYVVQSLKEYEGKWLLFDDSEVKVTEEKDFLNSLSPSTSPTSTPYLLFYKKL
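1 nM enzyme complex + cpd, 15 min RT; start with Ub-Rho 150nM final; kinetic fluorescence ex 480/em 540, 6 reads q60 s. Buffer 50mM HEPES pH 7.8, 0.5mM EDTA, 0.1 mg/ml BSA, 1mM TCEP, 0.01% Tween-20.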
Numbers without * were called inactive; ? = inconclusive; nt = not tested or not shown; [ ] = dose if it differs, or a comment. Unless noted, calls come from the whole dose curve; as a rule, active = well fitted inhibition curve with a large enough effect; inconclusive = small, poorly fitted or top-dose-only effect; inactive = no such curve, though single readings can be large or run the other way.

mol	mIDH1 inhibitor	rTrxR1 inhibitor	TrxR1 substrate	TRHR agonist	D2 antag	D2 ag	PI4K2A block	TRHR PAM	USP1-UAF1 inh
CC(C)[C@H]1C(=O)Nc2ccccc2N1C(=O)N[C@@H](Cc1ccccc1)C(=O)N[C@H](C(=O)O)c1ccccc1	10%	12%[57.1 µM]	-6%[57.1 µM]	0.3	nt	nt	1	-1	-12%
CCc1nccn1S(=O)(=O)c1ccc(OC)c(OC)c1	-11%	14%	0%	0.2	-7	0.8	-2	8	0%
N#Cc1cccc(C(=O)Nc2ccc(S(=O)(=O)Nc3nccs3)cc2)c1	-4%	13%	-1%	nt	nt	nt	-3	nt	-8%
COc1ccc(C(c2sc3nc(C)nn3c2O)N2CCC3(CC2)OCCO3)cc1 (stereo unspecified)	8%	-5%	-4%	0.3	-1	0.5	37	2	-9%
COc1ccc(-c2nc(SCC(=O)NC3CCCC3)c(-c3ccccc3)[nH]2)cc1OC	-10%	4%	-7%	-1.3	nt	-0.1	0	0	-6%
O=C(c1ccc(-c2ccccc2)cc1)c1ccccc1C(=O)N1CCOCC1	2%	7%	4%	-0.2	-14	-0.8	-4	4	-17%
Cc1onc(-c2ccccc2Cl)c1C(=O)NCCCc1ccccc1	1%	2%	-4%	-0.6	-14	-1.0	2	-4	-7%
CCOC(=O)CN1C(=O)C(O)=C(C(C)=O)C1c1ccccc1 (stereo unspecified)	3%	5%[57.1 µM]	-1%[57.1 µM]	0.1	-5	-0.1	-18	5	-25%
COc1cccc(-n2nnnc2SCC(=O)c2cc(OC)ccc2OC)c1	nt	nt	nt	1.1	-1	-0.2	nt	-2	nt
CCc1ccc(OCC(=O)OC(C)C(=O)Nc2ccc(Cl)cn2)cc1 (stereo unspecified)	3%	20%	-5%	-0.7	10	0.6	2	2	-5%
COc1cc(C(=O)NC2CCN(Cc3ccccc3)CC2)cc(Cl)c1OC	-1%	6%	-1%	0.2	89*	-0.3	-4	4	-2%
COc1ccc(-n2nc(C(=O)O)c(=O)n(C)c2=O)cc1	-16%	-3%	-6%	0.3	nt	-0.2	1	-1	-17%
Cc1ccc(C(=O)Nc2nnn(C)n2)cc1	14%	13%	1%	0.1	-11	-0.5	-3	-2	-7%
COc1cccc(C(=O)N2CCN(C(=O)c3cccc4ccccc34)CC2)c1OC	2%	9%[57.1 µM]	7%[57.1 µM]	-0.4	-4	-0.5	6	5	-9%
Cc1nn(-c2ccccc2)c(Cl)c1C(=O)N1CCN(c2ncnc3c2cnn3-c2ccccc2)CC1	0%	6%	2%	-0.2	-9	0.9	13	6	-16%
CC(O)c1cccc(N=Cc2ccc3ccccc3c2O)c1 (stereo unspecified)	-1%	2%	-3%	1.1	-2	-0.1	2	2	-15%
CCC(c1nnnn1CCOC)N(Cc1cc2cc(C)c(C)cc2[nH]c1=O)CC1CCCO1 (stereo unspecified)	2%	-23%	-5%	-0.4	9	-0.5	16	-9	-17%
CS(=O)(=O)c1ccc(S(=O)CC(=O)OCc2ccccc2)c([N+](=O)[O-])c1 (stereo unspecified)	-2%	2.8µM*	6%[57.1 µM]	1.0	nt	nt	-13	6	-13%
COc1ccc(OC)c2c1cc(C(=O)N[C@@H](Cc1ccccc1)C(=O)O)n2C	-5%	15%	3%	0.2	4	0.0	3	7	?
C=CCn1c(SCC(=O)OCC)nc(C(F)(F)F)cc1=O	-5%	-7%[57.1 µM]	-6%	-1.8	2	-1.8	-5	-10	-2%
O=C(Nc1ccc(O)cc1)c1ccc2c(c1)C(=O)N(Cc1ccccc1)C2=O	2%	-15%	-9%	-0.1	1	0.0	-1	5	-10%
O=C(NCc1ccc2c(c1)OCO2)c1n[nH]c(=O)c2ccccc12	17%	38%[activator][57.1 µM]	13%	-0.7	-12	-0.7	-3	-5	-1%
COc1ccc(/C=C(\NC(=O)c2ccccc2)C(=O)N2CCN(C)CC2)cc1	20%	2%[57.1 µM]	13%[0.0914 µM]	0.6	10	0.7	2	1	1%
CCOc1cc(CNc2ccc(O)cc2)cc(Cl)c1OCc1ccccc1	0%	-1%	-7%	-0.6	nt	-0.1	?	26	28µM*
COc1ccc(NC(=O)CNc2ccc(C#N)cc2)cc1	-9%	-4%	-8%	-0.2	-26	-0.2	9	-2	-17%
CCOc1cc(/C=N/Nc2nc(-c3cccc(S(=O)(=O)N4CCCC4)c3)cs2)ccc1O	5%	-23%	-2%	-0.2	-5	-0.8	2	2	-20%
CCOC(=O)c1ccc(NC(=O)CCOc2ccccc2)cc1	0%	6%[57.1 µM]	3%[57.1 µM]	-2.0	1	-1.6	6	4	-8%
CCOC(=O)C1=C(C)NC2=C(C(=O)C(C(=O)OCC)C(c3ccccc3OC)C2)C1c1ccccn1 (stereo unspecified)	-3%	14%[57.1 µM]	50%	0.5	11	-0.7	-7	7	-11%
O=C(CSc1ncc(S(=O)(=O)c2ccc(Cl)cc2)c(=O)[nH]1)Nc1cccc(C(F)(F)F)c1	?	11%	-1%	-0.2	nt	-1.3	-9	-2	-26%
CC(C)(C)n1nc2c(c1NC(=O)c1ccc([N+](=O)[O-])cc1)CS(=O)(=O)C2	-4%	12%	-5%	-0.7	-18	-1.5	2	13	-9%
O=C(CC(c1ccccc1)c1cc(Cl)ccc1O)NCCN1CCOCC1 (stereo unspecified)	8%	15%	2%	1.1	24	-0.7	7	7	-3%
Cc1ccc2nc3c(cc(C(=O)NCC4CCCO4)c(=N)n3CCCOC(C)C)c(=O)n2c1 (stereo unspecified)	-2%	?	nt	0.5	24	1.1	1	-3	-5%
O=C(Cc1ccc([N+](=O)[O-])cc1)N1CCCCCC1	7%	35%[57.1 µM]	8%[57.1 µM]	0.4	-5	0.5	-10	1	-4%
COc1ccc2c(-c3ccccc3)cc3nnnn3c2c1	1%	30%	14%	-0.2	8	-0.7	-1	-2	-18%
COc1ccc(CN(C)C(=O)c2ccc(NS(=O)(=O)c3ccc(C)c([N+](=O)[O-])c3)cc2)c(OC)c1OC	-2%	2%	-7%	-0.8	-14	0.8	4	1	-4%
COc1ccccc1NC(=O)C1=C(C)Nc2c(C(=O)Nc3cccc(C)c3)cnn2C1c1ccccc1Cl (stereo unspecified)	0%	20%	9%	0.9	nt	-0.7	-6	16	-6%
COc1cc(S(=O)(=O)Nc2ccc(C)cc2)ccc1NC(=O)c1ccncc1	-1%	15%[57.1 µM]	13%[57.1 µM]	0.4	10	0.9	-5	-1	-26%
Cc1ccc(C)c(N(C(=O)CNC(=O)c2ccco2)C(C(=O)NC2CCCCC2)c2cccnc2)c1 (stereo unspecified)	-2%	18%[57.1 µM]	0%[57.1 µM]	-0.4	2	-0.9	4	7	-14%
CC(=C/c1ccccc1)/C=N/n1c(-c2ccco2)n[nH]c1=S	0%	-24%	-6%	-0.1	-10	-0.2	0	1	-20%
O=C(Nc1ccc(F)c(Cl)c1)c1ccc2c(c1)OCO2	14%	16%[57.1 µM]	8%[57.1 µM]	-0.3	-9	1.2	-4	8	-18%

Entries of single compounds as entered above.
`COc1ccc2c(-c3ccccc3)cc3nnnn3c2c1` is listed with mIDH1 inhibitor = 1%; rTrxR1 inhibitor = 30%; TrxR1 substrate = 14%; TRHR agonist = -0.2; D2 antag = 8; D2 ag = -0.7; PI4K2A block = -1; TRHR PAM = -2; USP1-UAF1 inh = -18%
`CC(=C/c1ccccc1)/C=N/n1c(-c2ccco2)n[nH]c1=S` is listed with mIDH1 inhibitor = 0%; rTrxR1 inhibitor = -24%; TrxR1 substrate = -6%; TRHR agonist = -0.1; D2 antag = -10; D2 ag = -0.2; PI4K2A block = 0; TRHR PAM = 1; USP1-UAF1 inh = -20%

Other records follow.
mol	mIDH1 inhibitor	rTrxR1 inhibitor	TrxR1 substrate	TRHR agonist	D2 antag	D2 ag	PI4K2A block	TRHR PAM	USP1-UAF1 inh
CCc1nc(N2CCC3(CC2)OCCO3)c2nnn(Cc3ccccc3)c2n1	0%	5%	23%[0.0914 µM]	0.6	-1	0.0	2	37*	-4%
CC(=O)Nc1c(O)[nH]c2ccccc12	5%	6%	7%[57.1 µM]	0.1	14	0.5	1	14	?
Cc1noc(NS(=O)(=O)c2ccc(NC(=O)C(F)(F)C(F)(F)C(F)(F)F)cc2)c1C	5%	3%	5%	nt	nt	nt	-4	nt	-14%
COc1ccccc1NS(=O)(=O)c1cccc(C(=O)N/N=C(\C)c2ccc3c(c2)OCCO3)c1	5%	-11%	-5%	0.2	1	0.1	-3	7	3%
COc1cc(C(=O)NNC(=O)COc2ccccc2Cl)ccc1OCC(=O)N1CCOCC1	-1%	38%[activator]	7%	0.0	-5	0.3	2	-5	-10%

Rewritten with two lines to a compound: part of the list above
Each structure is followed by: mIDH1 inhibitor, rTrxR1 inhibitor, TrxR1 substrate, TRHR agonist, D2 antag, D2 ag, PI4K2A block, TRHR PAM, USP1-UAF1 inh
> COc1ccccc1NS(=O)(=O)c1cccc(C(=O)N/N=C(\C)c2ccc3c(c2)OCCO3)c1
 : 5%, -11%, -5%, 0.2, 1, 0.1, -3, 7, 3%
> COc1cc(C(=O)NNC(=O)COc2ccccc2Cl)ccc1OCC(=O)N1CCOCC1
 : -1%, 38%[activator], 7%, 0.0, -5, 0.3, 2, -5, -10%

High-throughput results from PubChem.
